# KOR beta-arrestin-1 = KOR antagonists, beta-arrestin recruitment, cell-based, luminescence, uHTS (AID 1778); one-dose inhibition, % at 10 µM; IC50 in µM for titrated hits; KOR beta-arrestin recruitment, luminescence, antagonist mode; higher % means a stronger effect; 290,000 tested, 0.091% active; in the data active means inhibition above about 50%; further: strong numbers were not always called active
# NOD1 inhibition = NOD1 signaling inhibitors, primary screen, cell-based, luminescence, uHTS (AID 1578). NOD1-driven NF-kB luciferase reporter cells, luminescence; higher % means a stronger effect. one-dose inhibition, % at 4 µM; EC50 in µM for titrated hits. 290,000 tested, 1% active; in the data active means inhibition mostly above about 36%, no sharp cut-off; inactive means mostly below about 34%;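 further: HEK-293T reporter cells stimulated with the NOD1 agonist gamma-tri-DAP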
# GPR55 activation = GPR55 agonists via beta-arrestin recruitment, primary screen, imaging, U2OS cells, beta-arrestin-GFP redistribution (AID 1961) | U2OS GPR55 beta-arrestin-GFP redistribution imaging; higher % means a stronger effect | one-dose activation, % at 10 µM; EC50 in µM for titrated hits | 290,000 tested, 0.048% active;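 active means activation above 40% with more than 50 cells counted in the well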;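 further: U2OS osteosarcoma cells stably expressing GPR55 and beta-arrestin-GFP; plate controls were DMSO negative control for no effect and LPI positive control for full effect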
# KOR beta-arrestin-2 = KOR agonists, beta-arrestin recruitment, primary screen, cell-based, luminescence, uHTS (AID 1777); Kappa-type opioid receptor (Homo sapiens); KOR beta-arrestin recruitment, luminescence; higher % means a stronger effect; one-dose activation, % at 10 µM; EC50 in µM for titrated hits; 280,000 tested, 0.02% active; in the data active means activation above about 50%, passing the limit was not always enough; further: a part of the inactive calls stands beside numbers as strong as those of hits
# GPR55 LPI antagonism = GPR55 antagonists blocking LPI-driven arrestin recruitment, primary screen, imaging, U2OS, beta-arrestin-GFP, LPI agonist (AID 2013). U2OS GPR55 beta-arrestin-GFP translocation imaging, LPI antagonism; higher % means a stronger effect. one-dose inhibition, % at 10 µM; IC50 in µM for titrated hits. 290,000 tested, 0.13% active;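 active means spots per cell inhibited over 60%, with over 100 cells counted and total cytoplasm intensity under 500,000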;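 further: U2OS cells stably carrying GPR55 and arrestin-GFP stimulated by 5 µM LPI near EC80; imaged beta-arrestin-GFP aggregate spots per cell after agonist stimulation; plate controls were LPI-stimulated DMSO wells for no effect and DMSO wells without LPI for full effect; some results filed as inactive read as strong as hits; confirmed hits need IC50 under 10 µM and bright autofluorescent wells are also inconclusive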
# MgcRacGAP inhibition = MgcRacGAP GTPase-activating activity inhibitors, confirmation, biochemical, ADP Hunter fluorescence | Rac GTPase-activating protein 1 (Homo sapiens) | MgcRacGAP-stimulated Rac1 GTP hydrolysis, ADP Hunter fluorescence; higher % means a stronger effect; GST-tagged Rac1 F28L mutant substrate | inhibition, % at 30 µM; hits with a dose series show IC50 in µM | 340,000 tested, 0.6% active;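 active means first-screen hits whose inhibition reached a set limit at any dose in the follow-up dose series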;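 further: fluorescence reports GDP produced by GAP-driven GTP hydrolysis; strong numbers were not always called active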
# GPR35 antagonists = GPR35 antagonists blocking zaprinast-driven arrestin recruitment, primary screen, imaging, U2OS, beta-arrestin-GFP, zaprinast agonist (AID 2058); G-protein coupled receptor 35 (Homo sapiens); U2OS GPR35 beta-arrestin-GFP translocation imaging, zaprinast antagonism; higher % means a stronger effect; one-dose inhibition, % at 10 µM; IC50 in µM for titrated hits; 290,000 tested, 0.052% active;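 active means inhibition of at least 50% with at least 30 cells and total cytoplasm GFP at most 10,000,000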
# NTR1 agonist = agonists of NTR1, primary screen, imaging, U2OS cells, beta-arrestin-GFP, high content (AID 493036); Neurotensin receptor type 1 (Homo sapiens), P30989; NTR1-U2OS beta-arrestin-GFP spot imaging, agonist mode; activation, % at 20 µM; 330,000 tested, 0.17% active;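 active means activation at or above 40% of the spot to cytoplasm intensity ratio, with at least 20 cells analyzed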;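 further: 0% = DMSO without peptide and 100% = 100 nM NTR1 peptide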
# Target sequence (P30989 whole entry, looked up): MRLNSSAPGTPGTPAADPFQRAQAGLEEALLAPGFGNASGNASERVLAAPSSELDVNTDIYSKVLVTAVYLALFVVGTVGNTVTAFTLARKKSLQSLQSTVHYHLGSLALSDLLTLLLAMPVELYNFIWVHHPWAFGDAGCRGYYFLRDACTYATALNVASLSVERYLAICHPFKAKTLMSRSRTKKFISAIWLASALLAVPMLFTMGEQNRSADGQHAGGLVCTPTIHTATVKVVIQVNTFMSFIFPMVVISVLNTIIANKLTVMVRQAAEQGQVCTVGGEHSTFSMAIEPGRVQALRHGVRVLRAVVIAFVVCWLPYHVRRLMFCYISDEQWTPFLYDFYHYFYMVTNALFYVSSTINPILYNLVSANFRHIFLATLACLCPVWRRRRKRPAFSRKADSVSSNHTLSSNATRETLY
# UTI89 phage lysis = inhibition of K1F phage lysis, E. coli UTI89, bacterial capsule biogenesis inhibitors, alamar blue (AID 488966); 340,000 tested, 0.02% active; one-dose inhibition, % at 100 µM; IC50 in µM for titrated hits; E. coli UTI89 K1F phage lysis, alamar blue, 2 h; higher % means a stronger effect;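 active means phage lysis inhibition, versus mean bacterial control, above a set limit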;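 further: capsule biogenesis inhibitors block K1F phage lysis so surviving cells raise fluorescence; higher fluorescence means more inhibition of phage lysis; actives were called in the ten point dose series up to 300 µM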
# NTR1 agonist cell count 20 µM = second read-out of NTR1 agonist, no call of its own (marks repeat the call); cell count; measured here: cell count, cytotoxicity flag
# Active calls of the source: *; · = not tested or not shown; [ ] = dose if it differs, or a comment. The list is partial; rates above refer to the full screens.
molecule	KOR beta-arrestin-1	NOD1 inhibition	GPR55 activation	KOR beta-arrestin-2	GPR55 LPI antagonism	MgcRacGAP inhibition	GPR35 antagonists	NTR1 agonist	NTR1 agonist cell count 20 µM	UTI89 phage lysis
CCCCc1nc(NCc2ccccc2)c(C#N)c2c1CCCC2	19.2%	-15.5%	0.1%	7.0%	11.8%	13.1%	-10.6%	0.7	86	0.4%
O=C(Nc1ccc(F)c(F)c1)C1CCCN(S(=O)(=O)c2cnc[nH]2)C1 (stereo not given)	-5.3%[20 µM]	-19.5%	-0.1%	-8.1%	-3.6%	18.6%	-15.2%	-0.4	61	-0.8%
Cc1ccc(S(=O)(=O)N2CCCC2=O)c(C)c1N(C)S(C)(=O)=O	22.0%	-27.0%	-0.2%	-1.5%	-10.7%	20.0%	-11.0%	-0.6	65	1.6%
Cn1ccc(/C=N/N=C2/NC(=O)CS2)n1	1.5%	-5.7%	-0.1%	-1.5%	12.9%	-6.1%	-9.6%	-1.1	48	0.1%
COc1ccc(OC)c(CCNC(=O)Cn2sc3nc(C)cc(C)c3c2=O)c1	-1.4%	0.3%	-0.1%	4.0%	-2.8%	·	-3.0%	1.1	88	·
CCOC(=O)c1nc(Nc2ccccc2CC)c2ccccc2n1	-8.3%	-9.3%	-0.1%	0.6%	-1.4%	3.6%	-7.2%	-2.0	52	-1.2%[50 µM]
Cc1ccc(C(=O)N/C(=C\c2ccco2)C(=O)NCc2cccnc2)cc1	30.6%	19.2%	0.2%	-1.2%	-3.4%	-2.6%	12.8%	0.8	75	2.1%[50 µM]
CCn1c(SCC(=O)N/N=C/c2ccccc2OCC(=O)O)nnc1-c1ccc(C(C)(C)C)cc1	-9.5%	86.7%*	0.3%	-0.4%	1.2%	6.2%	4.8%	0.3	64	0.6%
O=C(CSc1nccn(-c2cccc(F)c2)c1=O)Nc1ccc(Cl)cc1F	-38.5%	-15.6%	1.2%	0.4%	5.1%	16.8%	9.0%	-0.2	49	-0.6%
CN(Cc1ccco1)C(=O)C(Cc1ccccc1)NS(=O)(=O)c1ccc2c(c1)CCC(=O)N2 (stereo not given)	-47.7%	-14.0%	-0.1%	-1.2%	0.4%	2.2%	6.2%	-2.1	49	-1.9%
CC(=O)N1CCc2c(sc3c2c(=O)n(-c2ccccc2)c(=O)n3CC(=O)NCC2CCCO2)C1 (stereo not given)	17.1%[20 µM]	-28.0%	0.4%	-1.6%	9.6%	-5.0%	-15.0%	1.3	70	6.8%
CCOC(=O)c1sc(NC(=O)c2ccc(S(=O)(=O)N3CCOCC3)cc2)nc1-c1ccccc1	-42.4%	13.9%	0.6%	-0.6%	2.6%	-2.4%	2.3%	1.7	94	0.1%
COc1ccc(Br)cc1/C=C\C(=O)NCc1cccnc1	-18.1%[20 µM]	-5.8%	-0.1%	·	1.9%	-2.8%	4.7%	0.2	56	-1.2%
C[C@@H](C(=O)OCC(=O)NCCc1ccc(S(N)(=O)=O)cc1)N1C(=O)C2CCCCC2C1=O (stereo not given in full)	9.0%	-36.8%	1.0%	-0.4%	3.9%	-3.1%	-4.1%	-0.1	60	0.3%
Cc1cc2c(c(SCC(=O)NCc3ccccc3Cl)n1)C(=O)OC2	-8.6%	-23.0%	0.1%	-2.5%	6.3%	10.0%	-9.4%	-0.6	48	0.6%
C/C(=N\Nc1ccc(F)cc1F)c1ccc(Br)s1	-6.5%	-38.3%	0.5%	-1.2%	8.4%	1.5%	-6.3%	3.2	36	-0.3%
CN(C)/C=C(\C(=O)c1ccccc1)c1nnnn1-c1ccc(F)cc1	3.7%	1.1%	-0.2%	-2.6%	-3.3%	0.7%	5.4%	0.0	58	-0.4%
COc1ccc(OC)c(-c2cc(C(=O)N3CCOCC3)no2)c1	-71.7%	23.2%	0.0%	4.0%	-8.6%	10.1%	-10.3%	-0.1	59	0.1%
COc1ccc(C(=O)NC(=S)Nc2ccc3oc(=O)ccc3c2)cc1OC	-23.4%	-25.5%	-0.3%	4.7%	2.3%	2.4%	-6.4%	0.7	50	0.9%[50 µM]
CC1CCCCN1CCCNC(=O)c1ccc(Br)cc1 (stereo not given)	37.4%	-14.5%	-0.1%	-3.2%	4.6%	7.2%	-10.5%	-1.5	62	0.3%
O=C(N/C=C\c1ccccc1)NCc1ccc(Cl)cc1	-3.8%	-55.5%	0.4%	4.2%	14.6%	10.0%	-9.3%	3.2	60	0.4%
Cc1cc(OC(C)C(=O)NCCCN2CCOCC2)c2c(C)cc(=O)oc2c1 (stereo not given)	3.8%	-14.4%	-0.2%	8.8%	9.3%	5.4%	0.1%	0.5	68	0.1%
O=C(Nc1cccnc1Cl)c1ccc(Cl)c([N+](=O)[O-])c1	-82.7%	-1.7%	-0.2%	2.2%	5.7%	5.9%	13.0%	1.4	90	2.8%[50 µM]
CCOC(=O)C1(Cc2cccc(Cl)c2)CCCN(C(=O)c2cc(C)n(C)n2)C1 (stereo not given)	6.6%	-18.5%	0.0%	-5.1%	-3.0%	9.6%	-1.1%	-0.7	47	-0.1%
CC(=O)c1cccc(NC(=O)CN2C(=O)COc3ccc(S(=O)(=O)N4CCOCC4)cc32)c1	-20.6%	-10.5%	-0.1%	-4.2%	0.3%	-10.8%	3.8%	-0.8	58	-0.2%
O=c1[nH][nH]c(-c2ccccc2)c1C=Nc1ccccc1Cl	-10.6%	-24.7%	-0.1%	-2.4%	13.7%	12.4%	7.3%	-1.4	68	0.0%
CCOc1cc(C(=S)N2CCOCC2)ccc1OS(=O)(=O)c1ccc(Br)cc1	-10.1%	-6.5%	-0.1%	-3.3%	-4.2%	1.9%	4.4%	2.3	69	0.0%
O=[N+]([O-])c1cccc(/C=C/c2ccccn2)c1	31.9%	-11.1%	0.0%	0.9%	3.6%	1.8%	11.3%	-1.5	88	0.2%
CN(C)c1ccc(NC(=O)CSc2nc(C3CC3)nc3ccccc23)cc1	-1.9%	-17.3%	0.0%	0.2%	-6.5%	-1.1%	1.3%	1.0	47	-0.1%
CCC(Oc1cc(Cl)ccc1Cl)C(=O)NNC(=O)CCC(=O)O (stereo not given)	1.4%	-16.9%	-0.4%	3.0%	13.4%	-0.5%	16.9%	0.3	51	1.9%

# Fetched one by one from the entries so far, two records:
molecule	KOR beta-arrestin-1	NOD1 inhibition	GPR55 activation	KOR beta-arrestin-2	GPR55 LPI antagonism	MgcRacGAP inhibition	GPR35 antagonists	NTR1 agonist	NTR1 agonist cell count 20 µM	UTI89 phage lysis
CN(C)c1ccc(NC(=O)CSc2nc(C3CC3)nc3ccccc23)cc1	-1.9%	-17.3%	0.0%	0.2%	-6.5%	-1.1%	1.3%	1.0	47	-0.1%
O=[N+]([O-])c1cccc(/C=C/c2ccccn2)c1	31.9%	-11.1%	0.0%	0.9%	3.6%	1.8%	11.3%	-1.5	88	0.2%

# Following part:
molecule	KOR beta-arrestin-1	NOD1 inhibition	GPR55 activation	KOR beta-arrestin-2	GPR55 LPI antagonism	MgcRacGAP inhibition	GPR35 antagonists	NTR1 agonist	NTR1 agonist cell count 20 µM	UTI89 phage lysis
Cn1c(CCNC(=O)c2ccco2)nc2cc(NC(=O)c3ccccc3)ccc21	17.3%	-21.2%	0.3%	4.5%	9.6%	6.3%	-6.6%	1.2	67	0.2%
CCOC(=O)c1[nH]c2ccccc2c1NC(=O)C1CCCC1	13.1%	-9.8%	0.2%	-3.2%	9.7%	4.1%	-5.4%	0.0	64	0.8%
O=C(NC1CCCCC1)n1c(=O)oc2ccc(Cl)cc21	-13.0%	-24.3%	-0.1%	-1.6%	-2.7%	7.3%	-11.9%	-0.9	63	-0.2%
Cc1cc(-c2ccccc2)n2nc(C)c(C#N)c2n1	-16.8%	15.2%	0.0%	3.6%	10.8%	4.7%	-1.3%	-1.0	95	-0.3%
Cc1cccc(C)c1N1CCN(S(=O)(=O)N2CCCCC2)CC1	0.4%	-6.4%	-0.2%	-1.1%	9.1%	-0.2%	3.3%	2.7	50	-1.7%
COc1ccc2c(c1OC)C(=O)N1N=C(c3ccc(Cl)cc3)CC21 (stereo not given)	22.4%	-8.3%	-0.1%	0.2%	-6.4%	7.8%	-10.7%	-1.7	56	0.0%
O=C(CSc1cccc2cccnc12)Nc1cccc(S(=O)(=O)N2CCOCC2)c1	-11.2%	-11.1%	-0.4%	-3.9%	10.0%	2.5%	-3.5%	2.0	43	-0.5%
Cc1ccc(C(=O)Cn2c(C)cc(C)c(C#N)c2=O)cc1	6.2%	-3.5%	-0.1%	-1.8%	16.9%	-0.2%	-0.9%	0.6	52	-0.4%
O=C(O)c1cc(-c2ccc(Cl)cc2)n(-c2ccc(Cl)cc2)n1	-4.5%	-42.6%	0.1%	-0.2%	2.1%	1.2%	-1.6%	-0.3	86	-1.1%
Cc1ccc(-c2nc(CN3CCN(C(=O)C4CCCO4)CC3)cs2)cc1 (stereo not given)	-3.3%	-4.2%	0.0%	-3.7%	-50.1%	-3.2%	-0.7%	-0.6	51	1.8%[50 µM]
Cc1ccc(OCc2nnc(SCC(=O)Nc3sc(C)c(C)c3C#N)n2C)cc1	-16.0%	-18.7%	-0.2%	5.5%	9.4%	5.7%	19.8%	-1.7	76	1.0%
O=c1c2[nH]c3ccccc3c2ncn1Cc1ccccn1	36.4%	5.2%	-0.2%	-9.1%	-5.6%	2.5%	-20.3%	1.6	59	1.4%
CC(=O)Oc1ccc(C(=O)NC(C)CCc2ccccc2)cc1 (stereo not given)	-41.5%[20 µM]	-10.0%	-0.1%	-4.2%	2.4%	4.4%	1.1%	0.8	53	1.1%
CCOC(=O)/C(C#N)=C/c1ccc(OCC(=O)Nc2cc(C)ccc2C)c(OC)c1	-20.7%	-14.5%	0.2%	-3.9%	3.7%	5.8%	-17.3%	2.4	73	0.1%
Cc1ccc(C(=O)OCc2nnc(-c3ccc(Br)cc3)o2)cc1	7.3%	-29.3%	-0.2%	-1.7%	10.9%	9.8%	5.8%	1.8	56	0.2%
CC1CCCC(NC(=O)COC(=O)c2ccc(S(=O)(=O)N3CCOCC3)cc2)C1C (stereo not given)	-30.5%	13.7%	-0.1%	3.1%	-6.9%	12.1%	-5.5%	1.0	60	2.1%
COc1ccc2[nH]c(C)c(CCN3C(=O)OC(C)(C)C3(C)O)c2c1 (stereo not given)	5.4%	-15.8%	-0.3%	-4.8%	17.0%	5.8%	3.1%	-3.8	57	-1.3%
COc1ccc(/C=N/OC(=O)Nc2ccccc2)cc1[N+](=O)[O-]	-15.2%	-37.9%	0.1%	1.9%	2.6%	12.1%	8.6%	0.4	76	0.2%

# Bioassay records as filed in PubChem BioAssay.
